TTR transcr act – TTR transcription activators in neuroblastoma reporter cells, primary screen, cell-based, luminescence, SH-SY5Y, TTR promoter Gaussia luciferase. 100% = recombinant luciferase protein wells. activation, % at 16.7 µM. actives 1.3% (n = 92,000). AID 1117267, 2014;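 active = activation above the mean of all tested compounds plus 3 SD, cut at about 9.5% in these data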;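 also: cells exposed to compounds for one day before reading; 0% = median of all test compound wells on the plate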
* = called active by the depositor. The list is partial. The share of hits here may be higher or lower than overall.

cpd	SMILES	TTR transcr act
1	Cc1ccc(S(=O)(=O)CCC(=O)Nc2ccc3nc(C)sc3c2)cc1	0.6
2	COc1ccccc1N1CCN(S(=O)(=O)CCNC(=O)C2CCCC2)CC1	-0.7
3	COCCNc1nnc(SCC(=O)Nc2sc3c(c2C(=O)c2ccccc2)CCCC3)s1	-3.2
4	O=S(=O)(c1ccc(OCC2CO2)cc1)c1ccc(OCC2CO2)cc1 (stereo not drawn)	0.5
5	COc1ccc(-n2c(SCC(=O)Nc3cccc4ccccc34)nc(O)cc2=O)cc1	-0.3
6	Oc1c(Br)cc(/C=N/n2c(-c3ccccc3)n[nH]c2=S)cc1Br	-0.1
7	CC(NS(=O)(=O)OCC(Cl)(Cl)Cl)c1ccc(Br)cc1 (stereo not drawn)	3.2
8	C=CC(C)(C)c1c2occc2c(O)c2ccc(=O)oc12	0.1
9	COC(=O)c1cc(NC(=O)c2cccs2)ccc1N1CCOCC1	0.1
10	CSc1ccc2c(c1)C(N1CCN(C)CC1)Cc1ccc(F)cc1S2 (stereo not drawn)	0.0
11	Fc1ccc(OCCOCCOc2cccc3[nH]ccc23)cc1	-0.5
12	Cc1cc(C)c(S(=O)(=O)Nc2ccc(OCC(=O)O)cc2)c(C)c1	7.5
13	Cc1ccc(CN(C)c2nc(-c3cccnc3)nc3ccccc23)o1	7.7
14	CC(C)(C)OC(=O)NCCC(=O)N/N=C/c1cccc2cccnc12	4.0
15	Cc1ccc(N(CC(=O)N2CCc3ccccc32)C2=NC(=O)CS2)cc1	1.0

Overlap with the part before: 2 entries, followed by the next part.
cpd	SMILES	TTR transcr act
14	CC(C)(C)OC(=O)NCCC(=O)N/N=C/c1cccc2cccnc12	4.0
15	Cc1ccc(N(CC(=O)N2CCc3ccccc32)C2=NC(=O)CS2)cc1	1.0
16	COCCN(CCOC)C(=O)c1cc2c(=O)n3ccccc3nc2s1	-0.2
17	O=c1c2cn[nH]c2[nH]c(=S)n1-c1cccc2ccccc12	-0.7
18	CC(C)(C)C(=O)Nc1ccc(S(=O)(=O)c2ccc(NC(=O)C(C)(C)C)cc2)cc1	-1.5
19	CC1CCC2(CC1)CCC2NCc1ccc(Cl)c(Cl)c1 (stereo not drawn)	0.1
20	Cc1ccccc1NC(=O)Nc1nnc(CC(=O)NCc2ccccc2)s1	0.9
21	CCOc1c(Nc2ccc(C(C)C)cc2)c(=O)c1=O	-2.0
22	COc1cc(C(=S)N2CCCC2)ccc1OCc1ccc(C)cc1	2.3
23	COC(=O)Cn1c(=NC(=O)c2ccc(OC)cc2)sc2cc(OC)ccc21	-0.1
24	CC1(C)OC(=O)C2=C(C[C@@H](C3CCCC3)O[C@H]2c2ccc(Cl)cc2)O1	0.9
25	CC12CC3CC1C(C(=O)O2)C3C(=O)O (stereo not drawn)	0.8
26	CCc1cccc2c(C(=O)CSc3nncn3-c3ccc(OC)cc3)c[nH]c12	0.3
27	CC(C)(C)C(=O)CSc1ncnc2sc3c(c12)CCC3	2.1
28	Cc1nn(C2CCS(=O)(=O)C2)c(Cl)c1/C=C/C(=O)OCC(=O)N(C)C (stereo not drawn)	0.2
29	CC1Cc2cc(/C(O)=C3/C(=O)C(=O)N(CCCN(C)C)C3c3ccncc3)ccc2O1 (stereo not drawn)	-0.7
30	Cc1c(NC(=O)C(C)OC(=O)c2cccc(S(=O)(=O)N3CCOCC3)c2)c(=O)n(-c2ccccc2)n1C (stereo not drawn)	0.3
31	CCOc1ccc(NC(=S)N(CCc2c(C)[nH]c3ccc(C)cc23)Cc2cccnc2)cc1	-0.9
32	C=CCn1c(SCc2cc(=O)n3ccsc3n2)nc2ccccc2c1=O	-0.8
33	COC(=O)C1=C(C)N(Cc2ccccc2)C(=NCc2cccc(C(F)(F)F)c2)N[C@H]1c1cccc(F)c1	-9.6
34	Clc1cccc(CNc2nc(-c3cccnc3)nc3ccccc23)c1	0.9
35	CCc1ccc(C(=O)COC(=O)C(CCSC)NC(=O)c2ccccc2)cc1 (stereo not drawn)	-1.0
36	O=C(COc1cccc2ccccc12)Nc1nc2ccccc2[nH]1	-1.3
37	O=C(Cc1cccc2ccccc12)Nc1cccnc1	-1.1
38	COC(=O)c1cnc(NNS(=O)(=O)c2ccc(Cl)cc2)nc1C(F)(F)F	11*
39	CC(=O)Nc1ccc(S(=O)(=O)NNc2ccc([N+](=O)[O-])cc2)cc1	1.0
40	COc1cc(C(=O)O)ccc1OCc1ccncc1	0.6
41	O=C(c1ccccc1)C1CCN(c2ncccc2[N+](=O)[O-])CC1	1.1
42	CC(C)CN1CCC(=O)N(CCSc2ccccc2)CC1	1.0
43	COc1ccc(NC(=O)c2ccc(-c3ccc(F)cc3)o2)cc1OC	5.6
44	N#Cc1c(NC(=O)CSc2nc3c(c(C(F)(F)F)n2)CCc2ccccc2-3)sc2c1CCCC2	-1.5
45	CN(C(=O)CSc1nnc2ccccn12)c1c(N)n(Cc2ccccc2)c(=O)[nH]c1=O	2.0

4 records picked at random from the list so far, as already listed:
cpd	SMILES	TTR transcr act
28	Cc1nn(C2CCS(=O)(=O)C2)c(Cl)c1/C=C/C(=O)OCC(=O)N(C)C (stereo not drawn)	0.2
36	O=C(COc1cccc2ccccc12)Nc1nc2ccccc2[nH]1	-1.3
39	CC(=O)Nc1ccc(S(=O)(=O)NNc2ccc([N+](=O)[O-])cc2)cc1	1.0
23	COC(=O)Cn1c(=NC(=O)c2ccc(OC)cc2)sc2cc(OC)ccc21	-0.1

The list goes on.
cpd	SMILES	TTR transcr act
46	Cc1c(Cl)cnc(NC(=O)COC(=O)c2ccc3ncsc3c2)c1Cl	-0.2
47	COc1ccc(CN(C)C(=O)Cn2cnc(C(=O)Nc3ccc(C)c(C)c3)n2)cc1OC	-1.2
48	Brc1ccccc1-n1nnc(-c2nccs2)n1	0.2
49	COc1ccc(N2C(=O)/C(=C\c3ccco3)N=C2SCC(=O)N(C(C)C)C(C)C)cc1Cl	-0.8
50	CCOC(=O)C(NC(=O)CC)(Nc1ccc(S(=O)(=O)Nc2cc(C)on2)cc1)C(F)(F)F (stereo not drawn)	-1.3
51	COC(=O)c1cc(Cc2ccc(N)c(C(=O)OC)c2)ccc1N	-2.8
52	CCCCCC(=O)NC(Nc1ccc(S(N)(=O)=O)cc1)C(Cl)(Cl)Cl (stereo not drawn)	-0.3
53	COc1ccc(S(=O)(=O)N2CCN(C(=O)c3cc(C)nc4ccccc34)CC2)cc1OC	2.1
54	COC(=O)c1ccc(Cn2ccc3ccc(-c4ccc5ccn(C(=O)C6CCCCC6)c5c4)cc32)cc1	3.8
55	CC(NC(=O)Cn1nc(-c2ccccc2)ccc1=O)c1ccccc1 (stereo not drawn)	0.0
56	CCCN(C(=O)Cn1ncc2c(=O)oc3ccccc3c21)c1cccc(C)c1	-1.1
57	Cc1ccc(C(=O)N/C(=C/c2ccc(-c3ccc([N+](=O)[O-])cc3)o2)C(=O)NCCCN(C)C)cc1	-2.6
58	O=C(NCc1ccccn1)C1CC(=O)N(C2CCCC2)C1 (stereo not drawn)	-1.2
59	O=C(Nc1ccc(S(=O)(=O)Nc2nccs2)cc1)C1CCCCC1	1.2
60	O=C(COC(=O)[C@@H]1CCCN1C(=O)c1cccs1)Nc1ccc(F)cc1[N+](=O)[O-]	2.5

A few values from the list:
TTR transcr act result of no. 57 is entered as -2.6
TTR transcr act result of no. 54 is entered as 3.8

Going on with the list.
cpd	SMILES	TTR transcr act
61	Cc1cc(C)c(S(=O)(=O)N2CCCOC2CNC(=O)C(=O)NCc2ccccn2)c(C)c1 (stereo not drawn)	-0.8
62	Cc1cnc(C(=O)OCC(=O)c2csc(N3CCCCC3)n2)cn1	6.0
63	S=C(NC1CCCC1)NC1CC1	0.7
64	CCCNC(=O)c1cccc(COc2ccccc2OC)c1	-0.9
65	COc1ccc(CN2C(=NC(=O)CCC3CCCC3)SC3CS(=O)(=O)CC32)cc1 (stereo not drawn)	-0.1
66	CCN1CCN(c2nc3c(C)cccn3c(=O)c2C=C(C#N)C#N)CC1	-0.7
67	O=C(COC(=O)Cc1ccccc1[N+](=O)[O-])NCC1CCCCC1	-0.3
68	O=C(COC(=O)c1ccc(Br)o1)NCCc1ccccc1	3.6
69	Nc1cc(Cl)ccc1C(=O)OCC(=O)NC1CCCCC1	0.9
70	COc1ccc(N2CCN(C(=O)c3ccncc3)CC2)cc1	-0.9
71	C[C@@H]1CN([C@@H](C)CO)C(=O)CCCn2cc(nn2)CO[C@H]1CN(C)C(=O)c1ccccc1	1.6
72	CCCCn1c(SCC(=O)NCc2ccco2)nnc1-c1ccco1	-1.5
73	O=C1NC(=Nc2ccc(Cl)cc2)/C(=C/c2ccco2)S1	-1.4
74	NC(=O)CSc1nccn1Cc1ccccc1	2.7
75	COc1ccc2[nH]cc(CCNC(=O)COc3cc(C)cc4oc(=O)cc(C)c34)c2c1	0.5
76	Cc1ccc(C2(C(F)(F)F)NC(=O)N3N=C4CCCCCN4C3=C2C#N)cc1 (stereo not drawn)	-0.9
77	CN1CCN(C(=O)OCCOCCOC(=O)N2CCN(C)CC2)CC1	1.2
78	COc1cc(C(Nc2ccccn2)c2c(NC(=O)c3ccco3)sc(C)c2C)cc(OC)c1OC (stereo not drawn)	-1.3
79	O=C(O)c1ccc(/C=N/Nc2ncc(C(F)(F)F)cc2Cl)cc1	-0.9
80	Cc1cccc(C)c1OCCNC(=O)c1ccc2ccccc2n1	-0.7
81	CN(CCOc1cccc2ccccc12)Cc1ccccc1	-0.5
82	O=C(NCc1ccc(OC(F)(F)F)cc1)c1cccc2c1C(=O)c1ccc(N3CCC(Cc4ccccc4)CC3)cc1S2(=O)=O	0.2
83	Cc1ccc(-c2cc[n+](Cc3ccccc3)cc2)cc1	0.5
84	CCCn1nnnc1NCc1ccccc1OCc1cccs1	5.5
85	Cc1ccc(S(=O)(=O)NCC(=O)N2CCOCC2)cc1	-2.2
86	COc1ccccc1N(CC(=O)NCCSCc1ccco1)S(=O)(=O)c1ccccc1	-1.6
87	CC1CCc2c(nc3sc4c(c3c2N)CCCC4)C1 (stereo not drawn)	-2.5
88	COc1ccc(CCN(C(=O)C(F)(F)F)C(C(=O)NC2CCCCC2)c2cccs2)cc1 (stereo not drawn)	-1.0
89	COc1ccc(Oc2ccc(C(F)(F)F)cc2N)cc1	-2.2
90	CC(C)CCN1CCN(CC#Cc2ccccc2)CC1CCO (stereo not drawn)	-0.8
91	C=CCOc1ccc(/C=N/n2nnnc2N)cc1OC	1.1
92	CCCCCC(=O)Nc1cccc(C2=NOC3(C2)C[C@@H](C(N)=O)N(C(=O)c2ccc(Cl)cc2)C3)c1 (stereo partly drawn)	3.1
93	COc1cccc(CNc2ccc3c(c2)ncn3C(C)C)c1OC	0.5
94	O=C(OCc1cn(Cc2ccccc2)nn1)N1CCCC1	2.8
95	O=C(NC1CC1)c1ccc(F)cc1Cl	1.6
96	O=C(Nc1ccccc1)N(CCCN1CCOCC1)Cc1cc2cc3c(cc2[nH]c1=O)OCCO3	-0.5
97	CC(/C=N/NC(=O)c1cc(-c2ccc(Cl)cc2)nc2ccccc12)=C\c1ccco1	1.1
98	COc1ccccc1-c1noc2c1C(=O)N(Cc1cn(-c3ccc(Cl)cc3)nn1)CC2	-2.5
99	O=C1NN=C(c2ccccc2)C1Cc1ccccc1 (stereo not drawn)	-1.0
100	COC(=O)c1ccc(COc2ccc(/C=C(\C#N)c3nc4ccccc4[nH]3)cc2OC)o1	-1.8
101	COc1ccccc1C1NC(=O)NC(C)=C1C(=O)Nc1cccc(C)c1C (stereo not drawn)	0.9
102	CN1CCN(CC(=O)Nc2ccccc2Oc2ccccc2)CC1	0.5
103	COc1ccccc1C(=O)n1ccc2ccc(-c3ccc4ccn(Cc5ccc(C#N)cc5)c4c3)cc21	2.6
104	COc1cccc(NC(=O)C2CC(=O)N(Cc3ccc(C)cc3)C2)c1 (stereo not drawn)	-1.3
105	Nc1ccc(C(=O)N/N=C\C=C\c2ccc([N+](=O)[O-])cc2)cc1	-0.1

Copied from above, compounds 104 to 105
cpd	SMILES	TTR transcr act
104	COc1cccc(NC(=O)C2CC(=O)N(Cc3ccc(C)cc3)C2)c1 (stereo not drawn)	-1.3
105	Nc1ccc(C(=O)N/N=C\C=C\c2ccc([N+](=O)[O-])cc2)cc1	-0.1

Further structures
cpd	SMILES	TTR transcr act
106	O=C(N1CCOCC1)N1CCN(S(=O)(=O)c2ccc(F)cc2)CC1	5.5
107	CCCCn1c(N)c(N(Cc2ccccc2OC)C(=O)CSCC(=O)Nc2ccc(C)cc2)c(=O)[nH]c1=O	2.4
108	COc1ccc(-c2n(CC(=O)OC3CC(C)CCC3C(C)C)c3ccccc3[n+]2C)cc1 (stereo not drawn)	4.9
109	O=C(c1ccc2c(c1)N(Cc1ccc(F)cc1)C(=O)c1ccccc1S2(=O)=O)N1CCN(c2ccccn2)CC1	-2.4
110	O=C(COC(=O)c1cccc(Br)c1)NC(=O)NC1CCCC1	-0.9
111	COc1ccc(N(C(C)C(=O)NN=C2CCCC2)S(C)(=O)=O)cc1 (stereo not drawn)	3.5
112	Cn1c(SCC(=O)c2cc(Cl)c(Cl)s2)nnc1-c1ccco1	-1.7
113	O=C(O)CC(CNC(=O)C1CCCN1C(=O)OCc1ccccc1)c1ccccc1 (stereo not drawn)	0.2
114	Nc1c(C(=O)NCc2ccc3c(c2)OCO3)nnn1Cc1ccc(Br)cc1	-1.7
115	O=C(N/C(=C\c1cccc(Br)c1)C(=O)N1CCCCC1)c1ccco1	-0.7
116	N#C/C(=C\c1cccnc1)C(=O)NC1CCCCC1	3.8
117	CCCC(=O)N1CCN(c2ccc(NC(=O)c3cccs3)cc2)CC1	0.7
118	O=C(CCNC(=O)c1ccc(Br)o1)NCc1ccccc1Cl	2.7
119	COc1ccccc1C(=O)NNC(=O)C1CCN(C(=O)OC(C)(C)C)CC1	-0.4
120	COc1ccc(CC(=O)NCc2nnc(SCC(=O)Nc3ccccc3)n2C)cc1	-2.1
121	CCOC(=O)c1nn(-c2ccc(Cl)cc2)cc1O	-1.2
122	CCc1ccc(CNC(=O)C2CCCN(c3nc4ccccc4o3)C2)cc1 (stereo not drawn)	-4.6
123	COc1ccc(C(=O)NCCS(=O)(=O)NCc2ccc3c(c2)OCO3)cc1	-0.5
124	N#Cc1ccccc1OCCN1C(=O)c2ccccc2C1=O	4.3
125	Cc1cccc(C)c1-n1nnnc1C(c1ccccc1)N1CCN(C/C=C/c2ccccc2)CC1 (stereo not drawn)	-1.1

Source: PubChem (The Scripps Research Institute Molecular Screening Center)
